PvdQ inh = P. aeruginosa PvdQ acylase inhibitors, primary screen, biochemical, fluorescence, plate reader and imaging, single point; purified PvdQ acylase; inhibition, % at 10 µM; hit rate 0.063% among 340,000; AID 488965, 2010; in the data active = inhibition above about 30%, passing the limit was not always enough;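 note: 0% = vehicle neutral wells and 100% = reference inhibitor wells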
Rtt109 HAT inh = inhibitors of C. albicans Rtt109/Vps75 HAT, primary screen, biochemical, ThioGlo CoA-SH fluorescence, plate reader; AID 540336, 2011; hit rate 0.16% among 330,000; Histone acetyltransferase RTT109 (Candida albicans (strain SC5314 / ATCC MYA-2876)), …; inhibition, % at 34.9 µM; purified Rtt109/Vps75, 4 h;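 active = inhibition of at least 50% in every replicate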
Target sequence (Q5AAJ8 whole entry, looked up): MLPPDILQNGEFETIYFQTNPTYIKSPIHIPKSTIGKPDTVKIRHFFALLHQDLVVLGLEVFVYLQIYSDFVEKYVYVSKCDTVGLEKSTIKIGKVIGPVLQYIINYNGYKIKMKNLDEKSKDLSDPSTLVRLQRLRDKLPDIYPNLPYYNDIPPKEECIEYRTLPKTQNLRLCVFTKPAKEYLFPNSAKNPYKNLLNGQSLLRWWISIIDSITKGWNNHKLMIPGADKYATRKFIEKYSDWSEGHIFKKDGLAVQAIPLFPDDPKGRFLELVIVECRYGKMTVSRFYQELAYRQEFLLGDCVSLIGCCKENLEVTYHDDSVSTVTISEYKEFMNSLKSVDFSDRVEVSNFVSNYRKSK
Keap1 Nrf2 FP = Keap1-Nrf2 protein-protein interaction inhibitors, primary screen, biochemical, fluorescence polarization, single point; AID 504523, 2011; Keap1 Kelch-Nrf2 peptide fluorescence polarization, 1536-well; Kelch-like ECH-associated protein 1 (Homo sapiens), Q14145; inhibition, % at 9.4 µM; hit rate 0.15% among 340,000; in the data active = inhibition above about 12%;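 note: human Keap1 Kelch domain with fluorescein labeled Nrf2 9mer peptide probe; 0% = neutral control wells and 100% = peptide positive control; higher means more block of Keap1 binding to Nrf2 peptide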
cardiac RTF act = cardiac RTF calcium sensitivity activators, primary screen, biochemical, IANBD-TnC fluorescence, EC20 calcium; Troponin I, cardiac muscle (Homo sapiens) + Troponin T, cardiac muscle (Homo sapiens) + …; IANBD-labeled TnC RTF fluorescence at EC20 calcium; 0% EC20 calcium, 100% full calcium; activation, % at 7.2 µM; hit rate 0.24% among 340,000; AID 493008, 2010;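 active = activation above the mean over all tested compounds plus 3 SD, cut at about 30% in these data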;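 note: rise in fluorescence read as greater calcium sensitivity of cardiac thin filaments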
dFosB activator = activators of delta FosB homodimer, primary screen, biochemical, fluorescence polarization, TAMRA-CDK5 oligo, single point; Protein FosB (Mus musculus), P13346; purified delta FosB; percent of positive-control signal above neutral wells; activation, % at 25 µM; hit rate 0.99% among 340,000; AID 493131, 2011;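 active = mean activation above about 17%, with every replicate also reaching it, limit read from the data, passing the limit was not always enough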;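 note: fluorescence polarization rise as delta FosB binds a TAMRA Cdk5 AP-1 oligo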
Target sequence (P13346 whole entry, looked up): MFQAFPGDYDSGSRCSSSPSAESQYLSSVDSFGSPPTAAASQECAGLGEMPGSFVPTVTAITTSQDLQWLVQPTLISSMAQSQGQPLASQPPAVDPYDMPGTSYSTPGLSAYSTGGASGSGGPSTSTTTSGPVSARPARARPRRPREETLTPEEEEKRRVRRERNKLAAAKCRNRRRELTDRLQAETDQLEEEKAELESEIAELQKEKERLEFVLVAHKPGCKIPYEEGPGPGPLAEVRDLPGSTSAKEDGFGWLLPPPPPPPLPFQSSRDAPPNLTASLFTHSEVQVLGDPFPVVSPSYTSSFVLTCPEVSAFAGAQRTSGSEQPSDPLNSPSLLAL
NSD2 HMT inh = NSD2 histone methyltransferase inhibitors, primary screen, biochemical, AlphaScreen, single concentration, set 2; hit rate 0.54% among 310,000; Histone-lysine N-methyltransferase NSD2 (Homo sapiens), O96028; inhibition, % at 12.5 µM; AID 743445, 2014; NSD2 peptide methylation, 120 min; in the data active = inhibition above about 50%
RTF Ca sens inh = cardiac RTF calcium sensitivity inhibitors, primary screen, biochemical, IANBD-TnC fluorescence, EC70 calcium | Troponin I, cardiac muscle (Homo sapiens) + Troponin T, cardiac muscle (Homo sapiens) + … | IANBD-labeled cardiac RTF, Ca2+ fluorescence | inhibition, % at 7.15 µM | hit rate 0.12% among 340,000 | AID 493244, 2011;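 active = inhibition above the mean inhibition of all tested compounds plus 3 SD, cut at about 17% in these data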;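 note: assay run at fixed EC70 calcium of 1.6 mM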
PfHsp90 set2 = growth inhibition of PfHsp90-expressing yeast, primary screen, antimalarial PfHsp90 inhibitor project, S. cerevisiae, BacTiter-Glo luminescence, single point, set 2. BacTiter-Glo ATP, 48 h; yeast lacking PDR1 and PDR3 efflux regulators. inhibition, % at 9.4 µM. hit rate 0.32% among 310,000. AID 504621, 2011;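 active = every replicate shows inhibition above about 80%, whatever the replicate mean, limit read from the data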;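 note: 0% = DMSO neutral controls and 100% = 20 µM radicicol positive controls; yeast relying on Plasmodium falciparum Hsp90 in place of its own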
CDK5 p35 inh = inhibitors of human CDK5/p35 kinase, primary screen, biochemical, single concentration; Cyclin-dependent kinase 5 (Homo sapiens) + Cyclin-dependent kinase 5 activator 1 (Homo …; Recombinant CDK5/p35, ADP-Glo luminescence, 60 min; inhibition, % at 10 µM; hit rate 0.01% among 330,000; AID 488839, 2010;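 active = highest replicate inhibition of at least 50% and at least 75% of replicates reaching 50%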;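 note: plate controls were DMSO neutral control for no effect and GW8510 at 10 µM for full effect; many of its hits are not listed in these tables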
SUMO Mot1 rescue = yeast Mot1-301 growth rescue at high temperature, primary screen, SUMOylation pathway inhibitor project, S. cerevisiae, ATP luminescence, 38.5C; growth rescue, % at 18.8 µM; S. cerevisiae Mot1-301 growth rescue; percent above DMSO median, 100 means doubled; hit rate 1% among 320,000;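 active = every valid replicate shows activation above 250% relative to neutral control wells; inactive = the rest, any valid replicate at or below 250%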;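 note: OY570 slx delta 5 strain wells were the positive control but not used for scaling; some compounds called inactive have numbers as strong as hits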
LANA DNA inh = inhibitors of KSHV C-LANA binding to DNA, primary screen, biochemical, fluorescence polarization, FAM-LBS DNA, MBP-C-LANA, single point; hit rate 0.078% among 340,000; AID 504423, 2011; inhibition, % at 9 µM; Kaposi's sarcoma herpesvirus LANA C-terminal domain (residues 932-1162) DNA binding;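 active = highest replicate inhibition at or above 60% at 9 µM, even if other replicates fall short; inactive = all replicates below 60% inhibition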;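 note: 0% = neutral control wells and 100% = 4 µM acridine orange control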
Active calls of the source: *; x = not tested or not shown.

SMILES	PvdQ inh	Rtt109 HAT inh	Keap1 Nrf2 FP	cardiac RTF act	dFosB activator	NSD2 HMT inh	RTF Ca sens inh	PfHsp90 set2	CDK5 p35 inh	SUMO Mot1 rescue	LANA DNA inh
COc1ccc(N(CC(O)CN2C(=O)NC(C)(C)C2=O)S(=O)(=O)c2ccccc2)cc1 (centres undefined)	-14	3	-4	3	3	1	-2	10	-1.4	-21	0.0
Cc1ccc(NC(=O)N/C=C/c2ccccc2)cc1	-6	-7	-2	5	-8	1	-1	-11	-0.8	-14	-0.1
O=[N+]([O-])c1ccc(S(=O)(=O)NCC(c2cccnc2)N2CCc3ccccc3C2)cc1 (centres undefined)	-11	12	-3	-9	-6	4	-10	13	-0.1	-10	-0.2
CCOC(=O)C1CCN(C(=O)c2cc(S(=O)(=O)N3CCCCCC3)ccc2OC)CC1	8	8	-3	-6	-5	-13	-6	x	-0.1	-4	0.8
CCOC(=O)N1CCN(S(=O)(=O)N2CCCC(C(=O)NCc3ccc(OC)cc3OC)C2)CC1 (centres undefined)	-13	-4	5	0	-4	-7	-2	4	1.0	2	0.5
COc1ccc(CNC(=O)CC(C)S(=O)(=O)c2ccc3c(c2)NC(=O)CO3)cc1 (centres undefined)	1	-2	-2	-1	-4	-1	5	22	0.0	1	-0.1
Cc1ccc(C(=O)Oc2csc(=S)n2C(=O)c2ccc(C)cc2)cc1	11	22	-2	3	2	-3	-2	22	1.5	-4	0.3
CCOC(=O)c1c(OCCO)nn(-c2ccc(Cl)cc2)c1N	-6	2	-2	-2	-1	-1	4	1	-0.8	-13	-0.4
CC(C)c1ccc(NC(=O)C(c2ccccc2)N2CCC3(CC2)OCCO3)cc1 (centres undefined)	-10	3	1	4	-12	-3	0	-19	-1.1	9	-0.6
O=C(Cc1ccc(S(=O)(=O)N2CCOCC2)s1)Oc1ccc(F)cc1	-27	-7	-7	3	6	-2	-2	-13	-1.6	40	1.1
CCOc1ccc(CCNC(=O)COC(=O)c2cccs2)cc1OCC	4	-14	-4	-4	-2	-2	0	-6	-0.2	1	-2.3
OCCC#Cc1c(-c2ccsc2)sc2ccccc12	-12	4	-6	-1	-3	x	-14	2	0.4	37	0.1
COc1ccc(-c2nc3ccc([N+](=O)[O-])cc3o2)cc1	-5	1	-5	8	-6	0	7	-19	1.7	-12	-1.6
CCCC1Cc2c(sc3ncnc(N)c23)CO1 (centres undefined)	-20	4	-2	2	-6	5	-4	2	0.9	420*	-0.1
COc1ccc(C(=O)NCCn2ccc3ccccc32)c(OC)c1	-8	-2	-2	2	0	-2	-11	-4	-1.3	0	0.9
C=CCn1c(SCC(=O)Nc2cc(C)ccc2C)nnc1-c1cnccn1	-7	0	1	-4	3	-1	-6	-15	0.5	77	0.3
Cc1c(NC(=O)c2cc(-c3ccc(F)cc3)nc3ccccc23)c(=O)n(-c2ccccc2)n1C	-16	-3	-3	-5	-10	-2	-13	5	-0.3	-2	-0.3
Cc1nc(C)c(-c2csc(NCc3ccccc3)n2)s1	-9	12	2	-5	-6	4	-7	-32	-0.7	10	-0.2
COc1ccc(O)c(C=Nc2cc(C)on2)c1	-6	7	0	10	-4	-1	-4	32	6.7	4	-0.8
COc1ccc(C2C(C(=O)NCc3ccco3)CCC(=O)N2c2ccc(OC)cc2)cc1 (centres undefined)	4	3	-4	7	3	-6	-6	9	0.0	x	-1.0
CCn1c(-c2cc(-c3ccc(C)cc3)nc3ccccc23)n[nH]c1=S	-11	11	-3	5	-14	3	-3	-26	1.3	203	-0.2
COCCNCC(=O)Nc1nc(C)cs1	4	-16	-1	3	-4	-1	-7	15	-3.1	x	0.2
Cc1cccc(N(C)S(=O)(=O)c2csc(C(N)=O)c2)c1	-12	1	-4	-3	10	-1	-1	-1	-0.9	57	-0.1
CCOC(=O)c1ccc(NS(=O)(=O)c2cc(-c3nnnn3CC)ccc2OC)cc1	-12	11	-2	1	-10	-1	-5	39	0.3	-26	-0.8
COc1cccc(NC(=O)c2ccccc2-c2ccccc2C(=O)O)c1	-12	-1	-5	1	-6	-3	-7	-9	0.2	-14	0.0
COc1cccc(/C=N/NC(=O)C(=O)NCc2ccco2)c1OC	0	2	0	0	-11	0	-9	-1	-1.1	12	1.0
CCOC(=O)C(Cc1c(F)cccc1Cl)c1ccnc2nc(N)nn12 (centres undefined)	1	2	-3	10	-4	2	-3	9	0.4	-6	-1.7
Cc1oc2ccc(OCc3ccc(F)cc3Cl)cc2c1C(=O)O	-11	-4	-1	4	-1	-1	-3	-20	2.8	5	-0.8
O=[N+]([O-])c1cc(Br)ccc1NS(=O)(=O)c1ccccc1	-19	1	-1	-1	5	-1	0	-73	-0.7	x	0.0
COc1ccc2oc(=O)c(C(=O)NCc3ccc(F)cc3)cc2c1	-10	-15	-1	3	1	0	6	-5	-0.9	-7	-1.4
CN1CCN(CCCCC(=O)c2ccccc2)CC1	-10	-2	-1	-2	-4	2	-4	6	0.7	-9	-0.1
CCCCN(C1CCS(=O)(=O)C1)S(=O)(=O)c1ccc(OC)c(OC)c1 (centres undefined)	-12	-3	2	10	-10	-1	-4	-6	2.6	-8	-0.5
O=C(Nc1nnc(CCc2ccccc2)s1)c1ccco1	-5	-9	1	-1	-5	0	-1	1	0.0	-22	-0.4
CC(C)(C)c1ccc(C(=O)NC(=O)COC(=O)c2ccc(Br)o2)cc1	-7	-5	0	0	5	1	5	-3	-0.4	-13	-0.1
CC(=O)c1ccc(NC(=O)CCOc2cc(C)ccc2C)cc1	4	-5	5	1	-11	-1	-1	-10	0.2	8	-0.6
N/C(=N\OC(=O)COc1ccc([N+](=O)[O-])cc1)c1cccnc1	3	8	-2	0	-4	-1	5	13	-6.6	-8	-0.3
CCc1c(C)nc2cc(-c3ccc(OC)cc3)[nH]n2c1=O	-11	-6	0	3	-8	-1	-3	-1	-0.6	-20	-0.1
Cc1cc(OCC(=O)N2CCOCC2)ccc1NC(=O)C1CCCCC1	-11	-9	-7	-1	-4	0	-6	-9	0.5	-11	1.5
O=C(Nc1ccccc1C(=O)N1CCN(Cc2ccccc2)CC1)c1ccc(F)cc1	2	-1	1	-1	3	-5	5	4	0.1	271	1.0
COc1cc(N=Cc2c(CO)cnc(C)c2O)cc(OC)c1OC	-3	-3	-8	4	-3	-1	2	-28	-0.6	-8	0.4
COc1ccc(/C=N/NC(=O)/C(=C/c2ccccc2)CCO)cc1	12	0	-4	-5	6	-1	1	-36	-1.7	5	0.0
Cc1cc(N)nc2nc(C(F)(F)F)nn12	1	11	3	2	-8	2	-10	5	1.2	-1	15
Cc1ccccc1N=C1c2ccccc2C(=O)C1[N+](=O)[O-] (centres undefined)	-3	1	-2	0	1	-1	4	18	1.1	4	-1.0
O=C(NCC(c1ccco1)N1CCCCC1)c1ccc(OCc2ccccc2)cc1 (centres undefined)	-13	-5	-6	3	-6	-3	-5	x	-0.5	-16	0.2
CCn1ncc(N2CCOCC2)c(Cl)c1=O	-10	-13	-5	-6	-2	-3	-10	3	-2.2	-1	6.5
COc1ccc(CC(=O)Nc2ccc(C(N)=O)cc2)cc1	-1	x	-5	-4	-3	-1	-3	-15	0.3	-15	-1.1
CCc1cccc(NC(=O)C2CCCN(S(=O)(=O)c3cccnc3)C2)c1 (centres undefined)	-4	1	-5	-7	-7	3	7	22	-2.0	-14	-0.1
COc1cc(C(=O)NCc2ccc3[nH]c(C)cc3c2)cc(OC)c1OC	-11	2	-1	3	-16	1	-17	-14	1.5	-8	0.4
CCNC(=O)Oc1ccc[nH]c1=O	-6	10	1	4	1	23	-5	-24	-2.3	8	-1.4
Cc1cc(Nc2ccccc2)nc(NCc2ccccc2)n1	2	-1	2	-7	4	-2	5	5	-3.0	1	-0.7
COCCNc1ccc(N2C(=O)C3CCCCC3C2=O)cc1[N+](=O)[O-] (centres undefined)	1	32	4	0	-3	0	1	9	0.6	7	-0.6
O=C(CC(=O)Nc1ccc(Cl)cc1)N/N=C\c1cccc(F)c1	-1	-10	0	0	0	113*	3	-1	-0.4	322	-1.5
O=C(O)CCC(=O)Nc1sc2c(c1C(=O)NCc1ccccc1)CCCC2	-12	1	2	4	-3	0	-4	-7	-0.4	98	2.9
COC(=O)N/N=C\c1ccccc1OC/C=C/c1ccccc1	-12	5	1	-5	-8	-4	-3	-16	-0.6	-9	-1.6
Cc1ccccc1C(=O)NC1CCN(CC(=O)NC2CCCCC2)CC1	-8	12	-2	2	0	-3	3	17	-1.6	4	1.1
CS(=O)(=O)N1CCN=C1SCc1ccccc1	-8	10	-4	-1	3	-2	-3	7	0.2	-20	1.1
Cc1ccc(N2C(N)=C(C#N)C(c3ccsc3)C3=C2CC(C)(C)CC3=O)cc1 (centres undefined)	2	36	1	-3	-2	2	11	0	-0.3	-5	-2.1
Cc1ccccc1NS(=O)(=O)c1ccc(C(=O)NNC(=O)c2ccccc2O)cc1	-8	-7	-9	2	-19	1	-43	-1	-0.5	-3	1.1
COC(=O)c1c(-c2cccs2)csc1NC(=O)CN1CCOCC1	-16	-5	1	2	-1	x	4	-24	1.1	-9	0.5
COCc1[nH]c(=S)[nH]c(=O)c1C	9	21	0	4	5	1	5	-7	1.9	-9	-0.4
COc1ccc(N2CCN(S(=O)(=O)c3ccc4c(c3)N(C(C)=O)CCO4)CC2)cc1	-17	2	-2	-2	-7	5	-1	-16	0.0	3	-1.1
N#CC1(NC(=O)Cn2cc(C(F)(F)F)cc(Cl)c2=O)CCCCC1	7	x	-2	2	-6	1	-6	3	0.7	-11	1.0
